# GASC1 inh: inhibitors of GASC-1 (KDM4C) histone demethylase, primary screen, biochemical, single concentration HTS; Lysine-specific demethylase 4C (Homo sapiens), Q9H3R0; GST-KDM4C 2-372, H3K9me3 peptide, LANCE TR-FRET; inhibition, % at 12.5 µM; hit rate 0.15% among 96,000;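 active = mean replicate inhibition above about 25%, with at least 55% of replicates also reaching it, limit read from the data, passing the limit was not always enough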
# Target sequence (Q9H3R0 2-372 limits assumed): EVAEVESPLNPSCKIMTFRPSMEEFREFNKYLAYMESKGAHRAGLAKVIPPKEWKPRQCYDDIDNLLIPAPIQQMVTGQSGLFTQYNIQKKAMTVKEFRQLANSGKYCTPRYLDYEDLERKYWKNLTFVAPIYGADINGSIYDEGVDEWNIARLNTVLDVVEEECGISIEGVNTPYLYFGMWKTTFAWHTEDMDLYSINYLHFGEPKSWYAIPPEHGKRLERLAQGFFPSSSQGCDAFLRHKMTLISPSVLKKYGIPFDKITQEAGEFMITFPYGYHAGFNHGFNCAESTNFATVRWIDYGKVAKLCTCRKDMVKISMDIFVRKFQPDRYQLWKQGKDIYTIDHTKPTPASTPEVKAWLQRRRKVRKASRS
#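 Material: GST-tagged GASC-1 (JMJD2C) catalytic fragment, aa 2-372. Input: enzyme final amount 10 nM. Medium: HEPES buffer, pH 7.5, plus ascorbate. Reagent: H3K9me3 peptide substrate, Fe(II), 2-oxoglutarate. Doses: single dose. Times: reaction 30 min RT, detection step 1 h RT. Measured by: LANCE TR-FRET. Evaluation: Fall in 671/618 emission ratio as inhibition.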
# C diff HTS: C. difficile growth inhibitors, primary screen, HTS. hit rate 0.25% among 86,000. AID 1259249, 2017. Clostridium difficile clinical isolate growth, OD600, 24 h; stronger effect = lower value. growth activity, negative = inhibition, % at 16 µg/mL (by protocol);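 active = mean growth activity at or below -80% and every replicate also at or below -80%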;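 also: 0% = DMSO wells and -100% = levofloxacin 16 µg/mL wells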
# Pf Dd2 inh: P. falciparum Dd2 growth inhibitors, primary screen, SYBR Green fluorescence, single dose replicates; 72 h; stronger effect = lower value; activity change, % at 10 µM; hit rate 2.3% among 94,000; in the data active = activity change below about -80%
# T cruzi growth: T. cruzi intracellular proliferation inhibitors, primary screen, cell-based, beta-gal Tulahuen parasites, NIH3T3 host, luminescence. T. cruzi beta-gal in NIH3T3, GalScreen luminescence, 90 h. inhibition, % at 8.34 µM. hit rate 5.9% among 77,000;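 active = mean inhibition above about 93%, with at least 55% of replicates each passing it, limit read from the data, passing the limit was not always enough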
# * = called active by the depositor; / = not tested or not shown; & = joins results of further samples.
molecule	GASC1 inh	C diff HTS	Pf Dd2 inh	T cruzi growth
O=C(C1CC1)N1CC(=O)N2[C@@H](CO)[C@H](c3ccc(-c4ccccc4F)cc3)[C@@H]2C1	-0.3	-5	-1	/
O=C(NC1CCCC1)N[C@@H]1C=C[C@H](CC(=O)N2CCOCC2)O[C@H]1CO	0.9	-2	-6	/
O=C(C[C@@H]1C[C@H]2c3cc(NC(=O)C4CCC4)ccc3O[C@H]2[C@H](CO)O1)NCC(F)(F)F	1.4	-4	7	3
CO[C@H]1CN(C)C(=O)c2cc(NS(C)(=O)=O)ccc2OC[C@H](C)N(Cc2ccccn2)C[C@H]1C	0.9	/	/	-9
CCC(=O)Nc1ccc2c(c1)C(=O)N(C)C[C@H](OC)[C@H](C)CN(CCC(F)(F)F)[C@@H](C)CO2	0.2	/	-14	28
Cc1ccc(S(=O)(=O)Nc2cccc3c2O[C@@H](CN(C)S(=O)(=O)c2ccc(F)cc2)[C@@H](C)CN([C@H](C)CO)C3=O)cc1	-2.0	-11	-50	36
C[C@H]1CN([C@@H](C)CO)C(=O)c2cccc(NC(=O)C3CC3)c2O[C@@H]1CN(C)Cc1ccc(C(=O)Nc2ccccc2N)cc1	0.6	0	-54	91
O=C(Nc1ccccc1F)N[C@@H]1C=C[C@@H](CC(=O)N2CCCCC2)O[C@H]1CO	-1.2	-2	14	-25
CO[C@@H]1CN(C)C(=O)c2cc(NS(=O)(=O)c3cn(C)cn3)ccc2OC[C@@H](C)N(CC2CC2)C[C@@H]1C	0.3	/	10	-2
O=C(C[C@@H]1CC[C@@H]2[C@H](COC[C@H](O)CN2Cc2nccs2)O1)NCc1ccc(Cl)cc1	1.7	/	2	10
C[C@@H]1CN([C@@H](C)CO)C(=O)c2cccc(NS(C)(=O)=O)c2O[C@@H]1CN(C)C(=O)Nc1ccc(C(F)(F)F)cc1	-0.2	-6	-54	/
C[C@@H]1CN([C@H](C)CO)C(=O)Cc2cc(NC(=O)NC3CCCCC3)ccc2O[C@@H]1CN(C)Cc1ccc(-c2ccccc2)cc1	1.7	51	10	29
CCCC#Cc1ccc([C@@H]2[C@H](CO)N3CCCCN(S(=O)(=O)c4ccccc4F)C[C@@H]23)cc1	0.1	35	-57	38
C[C@@H]1CN([C@H](C)CO)C(=O)c2cc(C#CCN(C)C)cnc2O[C@@H]1CN(C)C(=O)NC1CCCCC1	2.2	-2	30	11
CO[C@@H](CN(C)S(=O)(=O)c1ccc(F)cc1)[C@H](C)CN(C(=O)Nc1ccccc1F)[C@H](C)CO	1.1	/	1	20
O=C(C[C@H]1CC[C@@H](NC(=O)Nc2cc(F)ccc2F)[C@@H](CO)O1)NCCCN1CCOCC1	0.2	-5	2	/
C[C@@H]1CN([C@H](C)CO)C(=O)c2cc(C#CC(C)(C)O)cnc2O[C@@H]1CN(C)Cc1ccccn1	1.5	1	53	/
O=C(C[C@@H]1CC[C@@H]2[C@H](COC[C@@H](O)CN2S(=O)(=O)c2ccc(Cl)cc2)O1)N[C@H]1CCN(Cc2ccccc2)C1	-2.7	/	-14	51
COC(=O)C[C@@H]1C[C@@H]2c3cc(NS(=O)(=O)c4ccccc4)ccc3O[C@@H]2[C@H](CO)O1	1.1	1	15	52
COc1ccccc1CNC(=O)C[C@@H]1C=C[C@@H](NC(=O)CC2CC2)[C@H](CO)O1	-0.8	4	-4	-66
C[C@H]1CN([C@@H](C)CO)C(=O)c2cc(NC(=O)C3CC3)ccc2O[C@@H]1CN(C)CC1CCCCC1	1.0	-1	-7	6
C[C@@H]1CN([C@@H](C)CO)C(=O)Cc2cc(NS(=O)(=O)c3ccc(F)cc3)ccc2O[C@H]1CN(C)CC1CCCCC1	1.5	-1	-18	106*
O=C(C[C@@H]1CC[C@H]2[C@@H](COC[C@H](O)CN2C(=O)C2CCOCC2)O1)NCc1ccncc1	0.8	-6&-6	23	-13
C/C=C/c1ccc2c(c1)O[C@@H](CN(C)C(=O)c1ccncc1)[C@@H](C)CN([C@H](C)CO)S2(=O)=O	-0.5	3	1	62

# Copied from the list.
# C diff HTS, O=C(C[C@@H]1C[C@H]2c3cc(NC(=O)C4CCC4)ccc3O[C@H]2[C@H](CO)O1)NCC(F)(F)F = -4
# GASC1 inh, CO[C@H]1CN(C)C(=O)c2cc(NS(C)(=O)=O)ccc2OC[C@H](C)N(Cc2ccccn2)C[C@H]1C = 0.9
# GASC1 inh, O=C(C[C@@H]1CC[C@@H]2[C@H](COC[C@@H](O)CN2S(=O)(=O)c2ccc(Cl)cc2)O1)N[C@H]1CCN(Cc2ccccc2)C1 = -2.7
# GASC1 inh, O=C(C[C@@H]1CC[C@@H]2[C@H](COC[C@H](O)CN2Cc2nccs2)O1)NCc1ccc(Cl)cc1 = 1.7

# Next section:
molecule	GASC1 inh	C diff HTS	Pf Dd2 inh	T cruzi growth
C[C@@H]1CN([C@H](C)CO)C(=O)c2cc(NS(=O)(=O)c3ccccc3)ccc2O[C@@H](C)CCCCO[C@H]1CN(C)C(=O)Nc1ccc(F)cc1	1.4	6	-80	74
COc1ccccc1CNC(=O)C[C@@H]1C[C@H]2c3cc(NC(=O)c4ccc5c(c4)OCO5)ccc3O[C@H]2[C@@H](CO)O1	1.2	0	12	/
COc1ccc2c3c(n(C)c2c1)[C@@H](CO)N(C(=O)Nc1cccc(F)c1)CC31CCN(Cc2nccs2)CC1	-1.2	-1	-73	/
CC(=O)N(C)C[C@H]1Oc2ncc(C#Cc3cccnc3)cc2C(=O)N([C@H](C)CO)C[C@@H]1C	13	11	2	18
COc1ccc(NC(=O)N2CC(=O)N3[C@@H](CO)[C@@H](c4ccc(C5=CCCC5)cc4)[C@@H]3C2)cc1	1.9	-3	8	/
CCNC(=O)C[C@@H]1CC[C@@H]2[C@H](COC[C@@H](O)CN2C(=O)Nc2c(C)noc2C)O1	1.4	/	4	10
O=C(C[C@@H]1C=C[C@H](NC(=O)Nc2ccc(C(F)(F)F)cc2)[C@@H](CO)O1)NCc1cccc(F)c1	0.5	/	-10	-10
C[C@@H]1CN([C@H](C)CO)S(=O)(=O)c2ccc(C#Cc3ccncc3)cc2O[C@H]1CN(C)C(=O)C1CCC1	-1.8	0	-25	-101
Cc1noc(C)c1NC(=O)NC[C@@H]1CC[C@@H]2[C@@H](CN2Cc2cccc(-c3ccccn3)c2)O1	/	1	28	/
C[C@H]1CN([C@@H](C)CO)C(=O)c2cc(NS(=O)(=O)c3cn(C)cn3)ccc2O[C@@H]1CN(C)C	-0.2	2	10	8
COc1ccc(S(=O)(=O)Nc2ccc3c(c2)C(=O)N([C@H](C)CO)C[C@H](C)[C@H](CN(C)S(=O)(=O)c2ccc(OC)cc2)O3)cc1	-3.5	2	-74	19
C[C@H]1CN([C@@H](C)CO)C(=O)c2cccc(NS(C)(=O)=O)c2O[C@@H]1CN(C)C(=O)Nc1ccccc1	-1.7	-1	14	-44

# Arranged by length of the SMILES (lowest first): some entries from above.
molecule	GASC1 inh	C diff HTS	Pf Dd2 inh	T cruzi growth
C[C@H]1CN([C@@H](C)CO)C(=O)c2cc(NS(=O)(=O)c3cn(C)cn3)ccc2O[C@@H]1CN(C)C	-0.2	2	10	8
COc1ccc(NC(=O)N2CC(=O)N3[C@@H](CO)[C@@H](c4ccc(C5=CCCC5)cc4)[C@@H]3C2)cc1	1.9	-3	8	/
COc1ccccc1CNC(=O)C[C@@H]1C[C@H]2c3cc(NC(=O)c4ccc5c(c4)OCO5)ccc3O[C@H]2[C@@H](CO)O1	1.2	0	12	/

# (list continues)
molecule	GASC1 inh	C diff HTS	Pf Dd2 inh	T cruzi growth
N#Cc1cccc(-c2ccc([C@@H]3[C@H]4CN(Cc5ccccc5F)CCCCN4[C@H]3CO)cc2)c1	-1.5	11	-21	82
C[C@H]1CN([C@@H](C)CO)C(=O)Cc2cc(NC(=O)Nc3ccc(F)cc3)ccc2O[C@H]1CN(C)Cc1ccc(Cl)c(Cl)c1	1.6	82	6	56
CN(C)c1ccc2c(c1)[C@H]1C[C@@H](CC(=O)NCc3ccc(Cl)cc3)O[C@@H](CO)[C@H]1O2	2.2	-1	-50	42
C[C@H](CO)N1C[C@H](C)[C@@H](CN(C)C(=O)Nc2ccccc2)Oc2ccc(NS(C)(=O)=O)cc2CC1=O	-2.0	-1	14	/
C[C@H](CO)N1C[C@H](C)[C@H](CN(C)S(=O)(=O)c2cn(C)cn2)Oc2ccc(NS(=O)(=O)c3ccc(F)cc3)cc2CC1=O	-0.4	-11	-1	30
CCCC#Cc1ccc2c(c1)O[C@H](CN(C)C(=O)NCCC)[C@H](C)CN([C@H](C)CO)S2(=O)=O	0.5	6	-23	-42
C[C@@H]1CN([C@H](C)CO)C(=O)c2cc(C3=CCCCC3)cnc2O[C@@H]1CN(C)S(C)(=O)=O	2.7	/	21	44
C[C@H](CO)N1C[C@H](C)[C@@H](CN(C)C(=O)Nc2ccccc2)OCCCC[C@H](C)Oc2ccc(NC(=O)CCC(F)(F)F)cc2C1=O	1.2	-2	/	/
CN(C)CCCNC(=O)C[C@H]1CC[C@@H]2[C@@H](COc3ccc(NS(C)(=O)=O)cc3C(=O)N2C)O1	0.8	-19	13	11
COCC(=O)Nc1ccc2c(c1)C(=O)N(C)C[C@H](OC)[C@@H](C)CN(Cc1cncnc1)[C@@H](C)CO2	0.8	-1	39	-21
CCCC#Cc1ccc2c(c1)O[C@H](CN(C)Cc1ccc3c(c1)OCO3)[C@H](C)CN([C@@H](C)CO)S2(=O)=O	/	15	-79	128*
CCN1[C@@H]2c3ccc(C4=CCCCC4)c(=O)n3C[C@@H]2[C@@H](CO)[C@@H]1C(=O)OC	3.5	-3	-1	97*
CCC(=O)N1CC2(C1)[C@H](c1ccc(-c3cccc(OC)c3)cc1)[C@H](CO)N2C(C)=O	-2.8	-7	-5	/
C[C@@H]1CN([C@@H](C)CO)C(=O)c2cc(N(C)C)ccc2O[C@H]1CN(C)Cc1ccncc1	9.2	-2	7	-11
C[C@@H]1CN([C@@H](C)CO)C(=O)c2cccc(NS(=O)(=O)c3ccc(Cl)cc3)c2O[C@H]1CN(C)C(=O)Nc1ccc(F)cc1	-13	0	13	32
Cc1noc(C)c1NC(=O)Nc1ccc2c(c1)C(=O)N([C@H](C)CO)C[C@@H](C)[C@H](CN(C)S(=O)(=O)c1ccccc1)OCCCC[C@H](C)O2	0.3	-7	-50	-18
C[C@@H]1CCCCO[C@H](CN(C)C(=O)Cc2ccccc2)[C@@H](C)CN([C@H](C)CO)C(=O)c2cc(NC(=O)Nc3ccccc3)ccc2O1	-0.6	/	-23	-18
CN(C)CC(=O)Nc1ccc2c(c1)[C@@H]1C[C@H](CC(=O)NCCc3ccccc3)O[C@@H](CO)[C@@H]1O2	-3.6	1	5	/
O=C(NCC[C@@H]1CC[C@@H](NS(=O)(=O)c2cccc(F)c2)[C@@H](CO)O1)C1CCCC1	-2.4	-2	-1	/
CO[C@H]1CN(C)C(=O)c2cc(NC(=O)c3ccccc3F)ccc2OC[C@@H](C)N(C(C)=O)C[C@@H]1C	-1.8	/	11	25
C[C@H](CO)N1C[C@H](C)[C@@H](CN(C)C(=O)C2CC2)Oc2cc(C#Cc3ccccc3)ccc2S1(=O)=O	0.5	-5	-64	51
COc1ccc(S(=O)(=O)N(C)C[C@@H]2OCCCC[C@H](C)Oc3ccc(NS(=O)(=O)c4ccccc4)cc3C(=O)N([C@H](C)CO)C[C@H]2C)cc1	-1.1	-2	/	86
CC(C)NC(=O)Nc1cccc2c1O[C@@H](CN(C)Cc1ccc(C(=O)Nc3ccccc3N)cc1)[C@@H](C)CN([C@H](C)CO)C2=O	-0.9	1	-45	/
C[C@@H](NC(=O)C[C@@H]1CC[C@@H](NC(=O)Cc2ccccn2)[C@@H](CO)O1)c1ccccc1	0.6	/	8	15
CCCC#Cc1cnc2c(c1)C(=O)N([C@H](C)CO)C[C@@H](C)[C@@H](CN(C)C(=O)Cc1cccnc1)O2	-1.0	3	28	41
COc1ccccc1S(=O)(=O)N[C@H]1CC[C@H](CC(=O)N2CCCCC2)O[C@@H]1CO	-0.2	-2	17	-38
C[C@H]1CCCCO[C@H](CN(C)S(=O)(=O)c2ccccc2)[C@@H](C)CN([C@@H](C)CO)C(=O)c2cc(NC(=O)CCCN(C)C)ccc2O1	11	0	-51	0
CO[C@@H]1CN(C)C(=O)c2cc(NC(=O)c3cc(C)on3)ccc2OC[C@@H](C)N(C)C[C@@H]1C	1.0	/	21	-15
C[C@@H]1CCCCO[C@H](CN(C)Cc2ccc(Cl)c(Cl)c2)[C@@H](C)CN([C@H](C)CO)C(=O)c2cc(N(C)C)ccc2O1	-1.1	/	-65	86
C[C@H](CO)N1C[C@H](C)[C@H](CN(C)Cc2ccc(C(=O)O)cc2)Oc2ncc(-c3ccc(F)cc3)cc2C1=O	-4.5	2	3	36
C[C@H](CO)N1C[C@H](C)[C@@H](CN(C)S(=O)(=O)c2cccs2)Oc2c(NS(=O)(=O)c3ccccc3)cccc2C1=O	2.8	-6	28	/
O=C(NCC1CC1)[C@@H]1[C@@H](CO)[C@@H]2Cn3c(ccc(-c4ccccc4)c3=O)[C@@H]2N1CC1CC1	4.4	0	-7	16

# Screens from PubChem.

# The order is random, and some 7.3% of all compounds hit somewhere here.
